Screens as filed in PubChem BioAssay.
EPAC2 antagonist – blocks human EPAC2 exchange factor | EPAC2 GEF exchange of Rap1B-BODIPY-GDP, fluorescence | Potency, µM (top dose mostly 114 µM), without a hit: at the top dose activity, negative = inhibition, usual class: inhibitors | 0.18% of 360,000 active; further: on the % scale 0 is the no-effect control and ±100 the full control effect; nearly all actives have a fitted effect of over 45% in size; many of its hits are not listed in these tables
FUS suppressor – suppressors of FUS proteinopathy in yeast; S. cerevisiae FUS-expressing, growth rescue, OD600, 24 h; 0.24% of 390,000 active; Potency, µM (highest dose often 76.6 µM), for the others: at the top dose growth rescue (activation), usual class: activators; AID 1347120;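 further: plate controls were DMSO vehicle for no effect and reference control for full effect; nearly all actives have a fitted effect of over 55% in size; some results filed as inactive show a strong effect at the top dose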
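FUS-expressing yeast, raffinose-pregrown, induced in 2% galactose minimal medium at OD 0.005; compounds in a dilution series, 24hr at 30C. Growth restoration read as absorbance at 600 nm. CP55940 positive control, DMSO negative.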
EPAC1 ag – EPAC1 (human) agonism | O95398 | EPAC1 agonist qHTS, biochemical assay; response scale: 100% = response to 6.5 mM cAMP | Potency, µM (top dose mostly 154 µM), for the others: top-dose activation, hits mostly activators | 0.073% of 360,000 active | AID 720707; further: nearly all actives have a fitted effect of over 60% in size
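Normalized to 6.5 mM cAMP, activity reflects EPAC1-catalysed release of BODIPY-GDP from Rap1B, followed kinetically over 30 min at 480 nm excitation, 540 nm emission. Reaction contained 100 nM EPAC1, 250 nM Rap1B-BODIPY-GDP, 50 uM GDP.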
PTHR1 agonist – agonists of human PTHR1 parathyroid hormone receptor. Q03431. HEK293 GP2 PTHR1 cells, GloSensor cAMP luminescence, 1 h. Potency, µM (highest dose often 115 µM), for inactives: top-dose activation, usual class: activators. 0.075% of 410,000 active. AID 743266; further: nearly all actives have a fitted effect of over 55% in size; some results filed as inactive show a strong effect at the top dose; inactives centre near -15; many of its hits are not listed in these tables
Target sequence (Q03431 whole entry, looked up): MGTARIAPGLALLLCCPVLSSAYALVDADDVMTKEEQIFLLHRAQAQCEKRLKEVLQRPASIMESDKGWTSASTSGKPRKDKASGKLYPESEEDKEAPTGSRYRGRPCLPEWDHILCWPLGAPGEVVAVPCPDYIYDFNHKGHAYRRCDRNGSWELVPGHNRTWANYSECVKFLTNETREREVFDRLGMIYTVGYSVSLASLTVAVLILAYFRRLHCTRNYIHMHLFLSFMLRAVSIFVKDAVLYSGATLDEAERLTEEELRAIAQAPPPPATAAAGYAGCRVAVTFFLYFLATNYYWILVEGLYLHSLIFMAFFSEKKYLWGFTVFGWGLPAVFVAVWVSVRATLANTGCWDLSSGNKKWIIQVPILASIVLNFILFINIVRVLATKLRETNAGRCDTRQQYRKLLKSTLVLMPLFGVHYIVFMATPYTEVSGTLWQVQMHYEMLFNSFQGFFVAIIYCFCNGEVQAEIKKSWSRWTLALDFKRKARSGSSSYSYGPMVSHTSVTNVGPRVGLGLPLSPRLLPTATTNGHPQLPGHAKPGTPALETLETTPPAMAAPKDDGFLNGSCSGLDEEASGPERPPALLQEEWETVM
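HEK-293-derived GP2 cells expressing PTHR1 and a GloSensor cAMP reporter, 3,000/well, plated overnight, given luciferin plus IBMX (each 0.5 mM as added) for 1 h at 37 °C, then compound for 1 h at 37 °C. Luminescence was read after 15 min at room temperature.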
aSyn rescue – rescues yeast growth from alpha-synuclein toxicity. Yeast expressing alpha-synuclein, growth rescue, BacTiter-Glo, 24 h. Potency, µM (highest dose often 46.1 µM), for the others: at the top dose growth rescue (activation), usual class: activators. 0.14% of 370,000 active. AID 652106; further: % of control where 0% means no effect; nearly all actives have a fitted effect of over 65% in size
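Galactose-induced alpha-syn yeast (OD600=0.02, raffinose-pregrown) + pinned cpd, 24 hr, 30 deg C; growth by BacTiter-Glo luminescence. Growth restoration scores as activation.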
EPAC1 antagonist – blocks human EPAC1 exchange factor | EPAC1 GEF assay, Rap1b-BODIPY-GDP exchange fluorescence | O95398 | 0.14% of 360,000 active | Potency, µM (titrated, usually from 115 µM), for the others: at the top dose activity change, negative = inhibition, usual class: inhibitors;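 further: plate controls were vehicle for no effect and positive control for full effect; nearly all actives have a fitted effect of over 50% in size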
EPAC2 ag – agonists of human EPAC2 (RAPGEF4). Q8WZA2. EPAC2 activation, biochemical qHTS; response scale: 100% = 6.5 mM cAMP response. Potency, µM (highest dose often 154 µM), for the others: top-dose activation, actives largely listed as activators. 0.079% of 360,000 active; further: nearly all actives have a fitted effect of over 50% in size
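Exchange assay: 100 nM EPAC2 with 250 nM Rap1B-BODIPY-GDP and 50 uM GDP. Fluorescence (ex 480/em 540 nm) read every 5 min for 30 min at room temperature. Data normalized to 6.5 mM cAMP as agonist control.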
TDP43 rescue – rescues yeast growth from TDP-43 toxicity. TDP-43 expressing yeast growth rescue, BacTiter-Glo, 24 h. Potency, µM (doses to about 46.1 µM), for inactives: at the top dose growth rescue (activation), most hits filed as activators. 1.8% of 410,000 active. AID 652104; further: % of control where 0% means no effect; nearly all actives have a fitted effect of over 50% in size
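Cell-based yeast growth screen: TDP-43 expression induced in galactose, inoculum OD600=0.02 after raffinose pregrowth to mid-log. Read-out BacTiter-Glo luminescence at 24 hr, 30 deg C; inhibition of toxicity seen as signal increase.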
* hit, by the source's call; i = inactive; ? = inconclusive; nt = no result given; & = joins results of further samples; [ ] = another dose, or the depositor's remark. The call rests on the fitted dose curve; in most records, active means well fitted curve in the direction sought with a large enough effect; inconclusive means small, poorly fitted or top-dose-only effect, or another doubt; inactive means no such curve, though single readings can be large; an effect the other way counts as inactive or inconclusive. Potency means the concentration at half of the fitted maximal effect.

[1] Cc1ccc(NC(=O)CN2C(=O)NC3(CCc4ccccc43)C2=O)cc1Cl (stereo not drawn)
[2] CCOC(=O)c1ccc(OCC2c3cc(OC)c(OC)cc3CCN2C(=O)Cc2ccc(OC)c(OC)c2)cc1 (stereo not drawn)
[3] O=C(CN1CCCC1c1cccs1)Nc1cccc(S(=O)(=O)N2CCCC2)c1 (stereo not drawn)
[4] CCCS(=O)(=O)NC(=O)C1(C)CCN(C(=O)Cc2ccc(OC)cc2)C1 (stereo not drawn)
[5] CN1CCN(/C=C(\C#N)S(=O)(=O)c2ccc(Cl)cc2)CC1
[6] COc1ccc(-c2nc3ccc(Br)cn3c2Cc2ccccc2C(F)(F)F)cc1OC
[7] O=C1C=CC2=C3c4cc(O)c(O)cc4CC3(O)COC2=C1O (stereo not drawn)
[8] O=c1c2ccccc2nnn1CSc1nc2sc3c(c2c(=O)n1CC1CCCO1)CCC3 (stereo not drawn)
Compound	1	2	3	4	5	6	7	8
EPAC2 antagonist	-6%	nt	-9%	7%	0%	?	15%	-3%
FUS suppressor	7%	?	-2%	-7%	-11%	?	-10%	5%
EPAC1 ag	1%	nt	8%	-14%	4%	-11%	2%	4%
PTHR1 agonist	0%	i	-26%	-19%	-15%	4%	-42%[inhibitor]	i
aSyn rescue	-11%	0%	-13%	-8%	5%	6%	-13%	?
EPAC1 antagonist	-13%	nt	-12%	18%	6%	-14%	?	6%
EPAC2 ag	21%	nt	14%	6%	2%	-10%	-7%	9%
TDP43 rescue	-5%	0%	6%	0%	12%	26%	-4%	-12%

[9] O=C(Nc1ccc(-n2ccnc2P(=O)(O)c2ccccc2)cc1)c1ccccc1Cl
[10] Cc1cc(NC(=O)c2cc(-c3ccc4c(c3)OCO4)on2)n(-c2ccccc2)n1
[11] O=C(CCNC(=O)Cn1ccc2ccccc2c1=O)NCCN1CCc2ccccc2C1
[12] CCN(CC)CCCNC(=O)CCc1c(C)n(CC)c2cc(-c3ccccc3OC)nn2c1=O
[13] COc1ccc(C(=O)CC(Nc2ccc([N+](=O)[O-])cc2)c2ccc(OC)cc2)cc1 (stereo not drawn)
[14] COc1ccc(N(CC(=O)N2CCN(c3ccccc3)CC2)S(=O)(=O)c2ccccc2)cc1
[15] COC(=O)c1[nH]c2cc(OC)ccc2c1N
[16] CCOC(=O)Cc1c(Cl)c2ccccc2[nH]c1=O
Compound	9	10	11	12	13	14	15	16
EPAC2 antagonist	11%	0%	-3%	4%	0%	0%	18%	-6%
FUS suppressor	14%	32%	-3%	1%&-2%	14%	-2%	16%	-2%
EPAC1 ag	-6%	1%	1%	-2%	16%	3%	0%	5%
PTHR1 agonist	12%[57.5 µM]	-7%[57.5 µM]	i	-51%[inhibitor]	i	-16%	-18%[57.5 µM]	i
aSyn rescue	-15%	0%	-2%	-4%	14%	9%	14%	4%
EPAC1 antagonist	-9%	1%	-5%	14%	-7%	1%	15%	-6%
EPAC2 ag	-2%	14%	11%	2%	7%	-2%	5%	6%
TDP43 rescue	10%	-14%	-5%	-14%&8%	-3%	22%	16%	2%

[17] Cc1ccc(-c2nnc(NC(=O)c3ccco3)s2)cc1
[18] Cc1cc2c3c(c1)C(C)CC(C)(C)N3C(=O)C2=C(C#N)C#N (stereo not drawn)
[19] O=C(CN1CCN(S(=O)(=O)c2cc(C(F)(F)F)ccc2Cl)CC1)N1CCc2ccccc2C1
[20] Cc1cc(C(=O)Nn2c(C)nc3ccccc3c2=O)ccc1[N+](=O)[O-]
[21] CC(C)c1c(O)ccc2c1CC[C@H]1C(C)(C)CCC[C@]21C
[22] COc1ccccc1NC(=O)Nc1nc(CC(=O)N2CCN(c3ccccc3)CC2)cs1
[23] COC(=O)c1cccc2nc3c(C(C)O)cccc3nc12 (stereo not drawn)
[24] CC(=O)Nc1ccc(NC(=O)CSc2nnc(-c3cccs3)n2N)cc1
Compound	17	18	19	20	21	22	23	24
EPAC2 antagonist	0%	-18%	-14%	1%	?	-27%	0%	22%
FUS suppressor	-9%	2%	21%	-6%	-12%	?	-16%	33%
EPAC1 ag	6%	12%	3%	8%	-27%	-5%	-26%	-3%
PTHR1 agonist	-15%	-20%	-35%[inhibitor]	i	-7%	?	-27%	i
aSyn rescue	-2%	10%	13%	-3%	-5%	4.5µM*	-4%	1%
EPAC1 antagonist	9%	6%	-20%	4%	-29%	-22%	-4%	-14%
EPAC2 ag	0%	17%	3%	6%	-11%	0%	-4%	3%
TDP43 rescue	-18%	-8%	-2%	-16%	-85%[inhibitor]	0%	10%	-17%

[25] NS(=O)(=O)c1ccc(CCNC(=O)c2ccc(C(=O)c3ccccc3)cc2)cc1
[26] CCc1ccc(Nc2cc(C)nc3ncnn23)cc1
[27] CCOC(=O)n1c(SCC(=O)N(CC)CC)nc2ccccc21
[28] COc1ccccc1CNC(=O)CCn1c(=O)[nH]c2ccsc2c1=O
[29] Cc1ccc(CNC(=O)Nc2cccs2)cc1
[30] Cc1ccccc1Cn1nc(C)c(NC(=O)/C=C/c2cnn(C)c2)c1C
[31] CC(=O)Nc1ccc(NC(=O)Cn2cc3c(n2)CCCC3)cc1
[32] Nc1n[nH]c(CCCO)n1
Compound	25	26	27	28	29	30	31	32
EPAC2 antagonist	-1%	-3%	0%[57.1 µM]	7%	-14%[57.1 µM]	-18%	-8%	5%
FUS suppressor	29%	9%	4%	-11%	-6%	4%	0%	-23%
EPAC1 ag	5%	0%	1%	2%	-6%	-19%	5%	-1%
PTHR1 agonist	i	i	-7%[57.5 µM]	-53%[inhibitor]	-5%[57.5 µM]	i	-32%[57.5 µM]	i
aSyn rescue	2%	0%	-9%	3%	-1%	-1%	-3%	-1%
EPAC1 antagonist	-18%	-7%	16%	14%	11%	-12%	0%	-15%
EPAC2 ag	13%	15%	-4%	4%	0%	-9%	7%	-8%
TDP43 rescue	-30%	?	-9%	15%	10%	-19%	-3%	21%

2 of the compounds above, field by field:
14. COc1ccc(N(CC(=O)N2CCN(c3ccccc3)CC2)S(=O)(=O)c2ccccc2)cc1
  EPAC2 antagonist: 0%
  FUS suppressor: -2%
  EPAC1 ag: 3%
  PTHR1 agonist: -16%
  aSyn rescue: 9%
  EPAC1 antagonist: 1%
  EPAC2 ag: -2%
  TDP43 rescue: 22%
3. O=C(CN1CCCC1c1cccs1)Nc1cccc(S(=O)(=O)N2CCCC2)c1 (stereo not drawn)
  EPAC2 antagonist: -9%
  FUS suppressor: -2%
  EPAC1 ag: 8%
  PTHR1 agonist: -26%
  aSyn rescue: -13%
  EPAC1 antagonist: -12%
  EPAC2 ag: 14%
  TDP43 rescue: 6%

Further entries:
[33] CCCNC(=O)CCNC(=O)c1ccc(C(C)(C)C)cc1
[34] CCC1Sc2ccc(S(=O)(=O)CCC(=O)NC3CCCCCC3)cc2NC1=O (stereo not drawn)
[35] COc1ccccc1/C=C1\SC(=S)N(CCC(=O)N2CCN(C)CC2)C1=O
[36] Cc1noc(C)c1S(=O)(=O)NCCN1CCN(c2ccccc2)CC1
[37] COc1ccccc1C1=NOC(CN2C(=O)c3ccccc3S2(=O)=O)C1 (stereo not drawn)
[38] COc1cc(Br)cc(/C=C/c2ccc3cccc(O)c3n2)c1O
[39] CCOc1ccc(N2C(=O)CC(n3nc(C)cc3C)C2=O)cc1 (stereo not drawn)
[40] O=C(Nc1cccc(S(=O)(=O)N2CCCCC2)c1)c1ccc2c(c1)OCO2
Compound	33	34	35	36	37	38	39	40
EPAC2 antagonist	3%	-7%	-2%	-2%	-4%	1%	4%	-11%
FUS suppressor	44%	23%	17%	0%	5%	-12%	16%	nt
EPAC1 ag	5%	-5%	-1%	-1%	-1%	4%	5%	13%
PTHR1 agonist	i	i	i	i	-83%[inhibitor]	i	-29%[57.5 µM]	-37%
aSyn rescue	0%	-2%	0%	-4%	13%	1%	2%	0%
EPAC1 antagonist	1%	-15%	-4%	3%	-11%	-3%	14%	-20%
EPAC2 ag	7%	11%	11%	-1%	1%	9%	4%	14%
TDP43 rescue	2%	-6%	-31%[inhibitor]	4%	20%	?	-13%	23%

Look-ups from above:
EPAC2 antagonist result of no. 33 → 3%
aSyn rescue result of no. 37 → 13%
EPAC1 ag result of no. 35 → -1%
EPAC1 antagonist result of no. 38 → -3%
PTHR1 agonist result of no. 40 → -37%

Additional structures follow.
[41] COc1ccc(NC(=O)[C@@H](NS(=O)(=O)c2cccc(Cl)c2)C(C)C)cc1S(=O)(=O)N1CCOCC1
[42] CC(Oc1ccc(-c2ccccc2)c(F)c1)c1ccn(S(=O)(=O)c2ccc(Cl)cc2)n1 (stereo not drawn)
[43] COC(=O)CCC(=O)N1CCCC(CNS(=O)(=O)c2ccc(OC)cc2)C1 (stereo not drawn)
[44] N#CC1=C(N)SC(N)=C(C#N)C1c1ccnc2ccccc12
[45] NC(=O)c1ccsc1NC(=O)COC(=O)/C=C/c1ccccc1[N+](=O)[O-]
[46] CN(C)CCn1c2c(c(SCC(=O)NCc3ccccc3)nc1=O)CCCC2
[47] Cc1ccc(N2CC(C(=O)Nc3nnc(SCCC4OCCO4)s3)CC2=O)cc1C (stereo not drawn)
Compound	41	42	43	44	45	46	47
EPAC2 antagonist	0%	-4%	5%	6%	2%	16%	9%
FUS suppressor	11%	11%	-12%	nt	13%	-2%	30%
EPAC1 ag	14%	4%	-7%	20%	16%	-11%	-13%
PTHR1 agonist	-37%[inhibitor]	-48%[inhibitor]	i	-17%	-50%	-11%	i
aSyn rescue	6%	0%	0%	0%	-2%	3%	1%
EPAC1 antagonist	-25%	-6%	-4%	11%	-10%	12%	-6%
EPAC2 ag	2%	2%	1%	6%	14%	1%	-11%
TDP43 rescue	11%	28%	3%	-9%	?	16%	12%

Record cards, from the list above.
`NC(=O)c1ccsc1NC(=O)COC(=O)/C=C/c1ccccc1[N+](=O)[O-]` is listed as EPAC2 antagonist = 2%; FUS suppressor = 13%; EPAC1 ag = 16%; PTHR1 agonist = -50%; aSyn rescue = -2%; EPAC1 antagonist = -10%; EPAC2 ag = 14%; TDP43 rescue = ?
`COc1ccccc1/C=C1\SC(=S)N(CCC(=O)N2CCN(C)CC2)C1=O` is listed as EPAC2 antagonist = -2%; FUS suppressor = 17%; EPAC1 ag = -1%; PTHR1 agonist = i; aSyn rescue = 0%; EPAC1 antagonist = -4%; EPAC2 ag = 11%; TDP43 rescue = -31%[inhibitor]

Some of the compounds tested, so the mix of outcomes need not match the whole.
